Screens from PubChem BioAssay.
IP6K1 inhibitor: blocks human inositol hexakisphosphate kinase 1; Q92551; 0.81% of 140,000 active; activity change, % (series mostly up to about 58 µM); IP6K1 kinase, ADP-Glo luminescence, 2 h; hits give low values; AID 1645851; in the data active = activity change below about -25%
Target sequence (Q92551 whole entry, looked up): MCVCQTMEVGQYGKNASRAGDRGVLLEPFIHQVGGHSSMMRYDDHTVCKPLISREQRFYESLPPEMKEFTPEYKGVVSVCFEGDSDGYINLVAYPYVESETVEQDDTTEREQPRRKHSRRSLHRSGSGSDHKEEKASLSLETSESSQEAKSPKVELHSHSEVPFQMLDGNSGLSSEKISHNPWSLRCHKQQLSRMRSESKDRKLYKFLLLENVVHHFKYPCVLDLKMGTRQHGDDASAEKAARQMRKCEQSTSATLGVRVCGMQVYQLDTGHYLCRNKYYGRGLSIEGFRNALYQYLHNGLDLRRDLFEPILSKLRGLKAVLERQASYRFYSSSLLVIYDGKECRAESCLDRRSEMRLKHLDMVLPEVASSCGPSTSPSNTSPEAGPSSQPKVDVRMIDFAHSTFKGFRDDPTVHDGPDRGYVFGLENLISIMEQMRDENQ
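ADP-Glo luminescence measures ADP made by human IP6K1 during a 2 h RT reaction with ATP/IP6 (mix at 1.3 mM/130 uM); top library doses 57.5 and 19.1 uM final.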
GPT2 inh: blocks human glutamate pyruvate transaminase 2. Q8TD30. Recombinant GPT2, coupled pyruvate oxidase/HRP Amplex Red fluorescence. Potency, µM (highest dose often 57.7 µM), for the others: at the highest dose activity change, negative = inhibition, usual class: inhibitors. 0.25% of 100,000 active. AID 1671188; also: potency is read from the fitted curve at half-maximal effect; nearly all actives have a fitted effect of over 60% in size; many of its hits are not listed in these tables
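Fluorescence read-out: pyruvate from GPT2 turnover coupled to pyruvate oxidase, HRP and Amplex Red (0.2mM ThPP, 0.2U/mL PO and HRP, 50uM Amplex final). Substrates 250uM a-KG, 2mM L-alanine; enzyme 10ng/uL; 30 min RT.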
3T3 cytotox: NIH 3T3 cell cytotoxicity; Potency, µM (doses to about 96.7 µM), for inactives: top-dose activity change, negative = cytotoxicity, usual class: inhibitors; AID 1345082; NIH 3T3 viability, CellTiter-Glo ATP luminescence, 48-72 h; 4.3% of 94,000 active; also: potency is read from the fitted curve at half-maximal effect; nearly all actives have a fitted effect of over 55% in size
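First NIH 3T3 cells are plated at 400 cells/well; next compound is pinned in; then plates incubate 48 or 72 hr at 37 °C; finally CellTiter-Glo is added and luminescence read after 10 min.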
FLuc inh: Photinus pyralis luciferase inhibition; P08659; purified P. pyralis luciferase, luminescence, biochemical; Potency, µM (titrated, usually from 115 µM), without a hit: top-dose activity change, negative = inhibition, most hits filed as inhibitors; 2.5% of 76,000 active; AID 1347043; also: potency is read from the fitted curve at half-maximal effect; nearly all actives have a fitted effect of over 65% in size
Target sequence (P08659 whole entry, looked up): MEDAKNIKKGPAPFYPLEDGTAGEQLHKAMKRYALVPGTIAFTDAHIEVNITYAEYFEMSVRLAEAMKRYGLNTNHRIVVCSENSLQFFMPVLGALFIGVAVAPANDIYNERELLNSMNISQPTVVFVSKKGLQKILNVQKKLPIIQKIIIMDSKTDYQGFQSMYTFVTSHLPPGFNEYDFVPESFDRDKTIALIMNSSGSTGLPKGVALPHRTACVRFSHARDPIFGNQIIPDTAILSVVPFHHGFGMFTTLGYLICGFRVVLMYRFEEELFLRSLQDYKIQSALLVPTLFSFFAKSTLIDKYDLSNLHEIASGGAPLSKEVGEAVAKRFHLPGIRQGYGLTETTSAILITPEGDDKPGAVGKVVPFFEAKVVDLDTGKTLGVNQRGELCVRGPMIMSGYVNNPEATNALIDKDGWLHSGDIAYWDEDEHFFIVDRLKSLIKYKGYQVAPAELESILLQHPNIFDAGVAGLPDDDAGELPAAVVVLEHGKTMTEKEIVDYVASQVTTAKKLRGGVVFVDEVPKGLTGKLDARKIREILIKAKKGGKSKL
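FLuc 10nM, D-luciferin 10uM, ATP 10uM, Mg acetate 10mM, Tris acetate pH 7.5, Tween/BSA; cpd qHTS; enzyme added last; CCD luminescence.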
SNCA viab count: counter-screen for SNCA expression inhibitors: cell viability. HEK-293-SNCA-luc viability, GF-AFC fluorescence, 24 h. Potency, µM (titrated, usually from 57.1 µM), for inactives: top-dose activity change, negative = cytotoxicity, usual class: cytotoxic. 0.12% of 150,000 active. AID 1671193;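 also: potency is read from the fitted curve at half-maximal effect; 0% = DMSO-treated cells and -100% = medium-only wells without cells; nearly all actives have a fitted effect of over 30% in size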
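HEK-293-SNCA-luc cells (1500/well) plated 24 h, then exposed 24 h to a dilution series; GF-AFC added 30 min at 37C, fluorescence 405/540 nm; normalised to medium-only and DMSO wells, Hill fit.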
SNCA expr inhib: inhibitors of alpha-synuclein (SNCA) gene expression; AID 1671194; 0.17% of 140,000 active; HEK-293 SNCA-luciferase knock-in, luminescence, 24 h; Potency, µM (highest dose often 57.2 µM), for inactives: at the top dose activity change, negative = inhibition, actives largely listed as inhibitors;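 also: potency is read from the fitted curve at half-maximal effect; plate controls were DMSO cells for no effect and cell-free wells for full effect; nearly all actives have a fitted effect of over 45% in size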
HEK293 tox: kills HEK 293 cells. HEK 293 viability, ATP luminescence (CellTiter-Glo), 48-72 h. Potency, µM (titrated, usually from 115 µM), without a hit: at the highest dose activity change, negative = cytotoxicity, actives largely listed as inhibitors. 6.6% of 94,000 active. AID 1345083; also: potency is read from the fitted curve at half-maximal effect; nearly all actives have a fitted effect of over 60% in size
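Cells seeded first (HEK 293, 250 cells/well), then compound added by pintool. Incubation ran 48 or 72 hr at 37 degree Celsius. CellTiter-Glo was added and luminescence imaged after 10 min at room temperature.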
* marks the source's active call; other numbers are inactive results; i = inactive; ? = inconclusive; · = not tested or not shown; & = joins results of further samples; [ ] = remark or other dose. Unless noted, calls follow the shape of the dose curve; as a rule, active = well fitted curve in the direction sought with a large enough effect; inconclusive = small, poorly fitted or top-dose-only effect, or another doubt; inactive = no such curve, though single readings can be large; an effect the other way counts as inactive or inconclusive. Unless noted, % is scaled to controls: 0 for no effect and ±100 for the full control effect.

SMILES | IP6K1 inhibitor | GPT2 inh | 3T3 cytotox | FLuc inh | SNCA viab count | SNCA expr inhib | HEK293 tox
Cc1ccsc1C(=O)N1CCC2(CC1)CC(N1CCOCC1)CCO2 (centres undefined) | 21 | i | -22% | · | -9% | -8% | -10%
O=C(Cn1nc2n(c1=O)CCCC2)NCCC1=CCCCC1 | -9 | i | i | 2% | 8% | 7% | 9%
COC(=O)CN1Cc2cc(F)ccc2N(CC(O)COc2ccc(OC)cc2)CCC1=O (centres undefined) | 19 | · | ? | · | · | · | -17%
CCN(C(=O)Cn1c(=O)oc2cc(S(=O)(=O)N3CCCCCC3)ccc21)c1cccc(C)c1 | 11 | · | · | · | -5% | 7% | ·
Cn1c(CN(CCN2CCCCC2)CC2CCCN(C3CCCC3)C2)nc2ccccc21 (centres undefined) | 21 | 5% | ? | 0% | ? | -23% | ?
CN(Cc1ccc(C#N)cc1)Cc1cccc2cnccc12 | -2 | 0% | ? | 2% | 1% | 3% | ?
COc1ccc(-c2[nH]nc3nc(-c4cc(OC)c(OC)c(OC)c4)cc(C(=O)O)c23)cc1 | 0 | · | · | · | 4% | -13% | ·
Cc1ccc(NC(=O)N2CCC[C@H]2C(=O)N2CCCCCCNC(=O)CC2)cc1C | 7 | i | -19% | -14% | 0% | 25% | -15%
CCOc1ccccc1CNC(=O)c1c(C)oc2ncnc(N3CCOCC3)c12 | -3 | · | · | · | -4% | -22% | ·
Cc1cc(C)cc(NS(=O)(=O)c2ccc3[nH]cc(C(=O)NCc4ccccc4Cl)c(=O)c3c2)c1 | -18 | · | · | · | -18% | ? | ·
Cc1cc(C(=O)N2CCC3(CC2)CC(C(=O)N2CCOCC2)N(C)C3)nn1C (centres undefined) | 6 | -7% | -8% | 2% | 0% | -10% | -9%
Cc1oc(-c2ccc(C(=O)NCCc3ccc(Cl)cc3)cc2)nc1CSc1ccccc1 | -9 | · | · | · | 3% | ? | ·
CS(=O)(=O)Nc1ccc(C2(C(=O)N3CCN(c4ccccn4)CC3)CCCCC2)cc1 | 10 | i | ? | 0% | -10% | ? | ?
O=C(O)c1ccc2c(c1)N(C(=O)c1ccc(F)cc1)CC2 | -9 | -5% | -21% | -2% | 7% | -10% | -4%
Cc1ccccc1CNC(=O)C(=O)NCC(c1ccco1)S(=O)(=O)c1ccccc1 (centres undefined) | 3 | · | · | · | 6% | -24% | ·
COCCCNc1nc2c([S+](=O)([O-])c3ccc(Cl)cc3)nnn2c2ccccc12 | 28 | -14% | -4% | · | 7% | 7% | i
CCC1=C(C(=O)OC)C(c2ccccc2)N2C(CC(=O)NCc3cccc(F)c3)=CSC2=N1 (centres undefined) | 1 | 0% | ? | -8% | -4% | 3% | ?
CC[S+](=O)([O-])N1C[C@@H](CO)[C@@H]2Oc3c(F)cccc3[C@@H]21 | 6 | · | ? | · | · | · | -32%
COc1ccccc1NC(=O)Cn1c(=O)n(CCC(=O)NCC2CCCO2)c(=O)c2cc(OC)c(OC)cc21 (centres undefined) | -5 | · | · | · | 6% | 44%[activator] | ·
COc1cccc(C(=O)N2CCC(N3C[C@H](O)C[C@H]3C(=O)NCc3ccc(C)o3)CC2)c1 | 10 | i | 0% | 0% | 12% | 15% | -2%

Four of the compounds above, as a markdown table.
| molecule | IP6K1 inhibitor | GPT2 inh | 3T3 cytotox | FLuc inh | SNCA viab count | SNCA expr inhib | HEK293 tox |
| --- | --- | --- | --- | --- | --- | --- | --- |
| COCCCNc1nc2c([S+](=O)([O-])c3ccc(Cl)cc3)nnn2c2ccccc12 | 28 | -14% | -4% | · | 7% | 7% | i |
| CCC1=C(C(=O)OC)C(c2ccccc2)N2C(CC(=O)NCc3cccc(F)c3)=CSC2=N1 (centres undefined) | 1 | 0% | ? | -8% | -4% | 3% | ? |
| CC[S+](=O)([O-])N1C[C@@H](CO)[C@@H]2Oc3c(F)cccc3[C@@H]21 | 6 | · | ? | · | · | · | -32% |
| COc1ccccc1NC(=O)Cn1c(=O)n(CCC(=O)NCC2CCCO2)c(=O)c2cc(OC)c(OC)cc21 (centres undefined) | -5 | · | · | · | 6% | 44%[activator] | · |

Later entries.
SMILES | IP6K1 inhibitor | GPT2 inh | 3T3 cytotox | FLuc inh | SNCA viab count | SNCA expr inhib | HEK293 tox
COC[C@@H]1[C@H](NC(=O)c2ccc(-n3cccn3)cc2)[C@@H]2CCO[C@H]12 | -2 | i[11.5 µM] | -16% | -1% | -10% | -8% | -16%
NC(=O)c1ccc(N(C(N)=O)c2c(F)cccc2F)nc1-c1ccc(F)cc1F | -7 | 0%&-18% | · | · | -34%&-8% | ? | ·
O=C1NC2(CCN([S+](=O)([O-])c3ccccc3)C2)OCc2ccccc21 (centres undefined) | 29 | i | ? | -17% | 2% | -8% | -22%
O=C1c2cccnc2OC(COc2ccccc2)CN1Cc1cccs1 (centres undefined) | -8 | ? | ? | · | -19%[23.9 µM] | 14%[25.6 µM] | ?
Cc1cccc(C(=O)N2C(C(=O)NCC(C)C)COC23CCN(C(=O)c2ccccc2C)CC3)c1 (centres undefined) | 17 | i | -15% | 5% | 13% | -2% | -19%
Cc1ccc2c(=O)cc(C(=O)Nc3c(C)n(C)n(-c4ccccc4)c3=O)oc2c1 | -13 | · | · | · | -25% | -3% | ·
CCCOc1ccc(C(=O)Nc2ccc3oc(-c4cccc(Cl)c4Cl)nc3c2)cc1 | 25 | · | · | · | 11% | -3% | ·
C=CCOc1cccc(-c2nnc(CCC(=O)NCc3ccc(F)cc3)c(=O)[nH]2)c1 | 22 | i | -12% | -16% | 17% | -2% | -10%
CCn1cc(NC(=S)Nc2cc(Cl)ccc2OC)c(C(N)=O)n1 | 2 | i | · | · | -7% | · | ·
COCCc1noc([C@@H]2CC(F)(F)CN2C(=O)c2cc(C)no2)n1 | -7 | i | -9% | -12% | 9% | -16% | 3%
COc1ccc(C(=O)N2CCCCCNC(=O)[C@H]3C[C@H](C(=O)N4CCc5ccccc5C4)C[C@H]32)cn1 | 0 | -10% | -9% | -5% | -7% | -27% | -8%
COc1ccc(-n2nc(C3CCN(Cc4ccncc4)CC3)[nH]c2=O)cc1 | -1 | 1% | ? | 5% | 5% | -6% | 3%
CN1C(=O)Cc2cc(S(=O)(=O)Nc3cccn4nc(C5CC5)nc34)ccc21 | 14 | 3% | -23% | -9% | 11% | 27% | 0%
Cn1cccc1CN1CCC2(CC1)CC(=O)c1ccccc1O2 | 3 | i | ? | ? | 0%[87.6 µM] | 143%[activator][87.6 µM] | ?
COCCN1C(=O)c2cccn2CC1CNC(=O)c1cc(F)ccc1F (centres undefined) | -4 | 3% | -8% | · | -11% | 3% | -1%
COc1ccccc1-c1noc(CCC(=O)Nc2ccc(C)cc2C)n1 | 1 | · | · | · | -3% | ? | ·
CCc1nc(C)c(C(=O)N2CCC(c3[nH]ncc3-c3ccccc3C)CC2)o1 | 0 | 2% | ? | 42% | -10% | -19% | ?
CCCCNC(=O)CN1C(=O)CSc2ccc(S(=O)(=O)N3CCC(C)CC3)cc21 | -3 | · | · | · | -11% | -3% | ·
O=C(c1ccc(F)c(Cl)c1)N1CCC(c2n[nH]c(=O)n2-c2ccccc2)CC1 | -7 | i | ? | -2% | -3% | -10% | -12%
C[S+](=O)([O-])N1CCCC2(C1)C(=NC1CCCC1)NC(=O)N2c1cc(F)cc(F)c1 (centres undefined) | 1 | 4% | -20% | -3% | 3% | -28% | -8%

Structural class: the compounds so far with a COOH group.
SMILES | IP6K1 inhibitor | GPT2 inh | 3T3 cytotox | FLuc inh | SNCA viab count | SNCA expr inhib | HEK293 tox
COc1ccc(-c2[nH]nc3nc(-c4cc(OC)c(OC)c(OC)c4)cc(C(=O)O)c23)cc1 | 0 | · | · | · | 4% | -13% | ·
O=C(O)c1ccc2c(c1)N(C(=O)c1ccc(F)cc1)CC2 | -9 | -5% | -21% | -2% | 7% | -10% | -4%

Reformatted as tab-separated lines: 3 of the compounds above
structure	IP6K1 inhibitor	GPT2 inh	3T3 cytotox	FLuc inh	SNCA viab count	SNCA expr inhib	HEK293 tox
C=CCOc1cccc(-c2nnc(CCC(=O)NCc3ccc(F)cc3)c(=O)[nH]2)c1	22	i	-12%	-16%	17%	-2%	-10%
CCn1cc(NC(=S)Nc2cc(Cl)ccc2OC)c(C(N)=O)n1	2	i	·	·	-7%	·	·
COCCc1noc([C@@H]2CC(F)(F)CN2C(=O)c2cc(C)no2)n1	-7	i	-9%	-12%	9%	-16%	3%

(cont.)
SMILES | IP6K1 inhibitor | GPT2 inh | 3T3 cytotox | FLuc inh | SNCA viab count | SNCA expr inhib | HEK293 tox
C=C1CC(=O)C2OC2(C)CC2OC(=O)C(=C)C2C(O)C1OC(=O)/C(C)=C\C (centres undefined) | -3 | i | · | · | -27% | · | ·
Cc1cccc(CNC(=O)C2CCN(S(=O)(=O)c3ccc4c(c3)CCCN4C(=O)C3CCC3)CC2)c1 | 49 | · | · | · | -3% | -23% | ·
COc1cccc(CNC(=O)c2cc(-c3ccc([S+](C)(=O)[O-])cc3)nc3c2cnn3C)c1 | 7 | -18% | -26% | · | 4% | 5% | ?
COC1=C(OC)C(=O)C(CC=C(C)CCC=C(C)CCC=C(C)CCC=C(C)CCC=C(C)CCC=C(C)CCC=C(C)CCC=C(C)CCC=C(C)CCC=C(C)C)=C(C)C1=O | · | -9% | · | · | 7% | 16% | ·
Fc1ccc(-c2noc3ncnc(N4CCN(c5ccccc5)CC4)c23)cc1 | 10 | · | · | · | -13% | -13% | ·
CC(C)CCCC1CN(C(=O)c2cn(C3CCC(N)CC3)nn2)CCO1 (centres undefined) | 17 | -16% | ? | 12% | -1% | ? | ?
COC[C@@H]1CN(C(=O)CCc2cccc(OC)c2)C[C@H]1c1nc(C)no1 | 7 | -2% | -5% | 2% | 1% | -17% | -13%
Cc1ccc(CNC(=O)c2cc(=O)c3cc(C)c(C)cc3o2)cc1 | 12 | · | · | · | -8% | -3% | ·
Cc1noc(C)c1CN1CCC2(CC1)CC(c1ccccc1)C(=O)N2C (centres undefined) | -6 | -9%[11.5 µM] | ? | 1% | 2% | -3% | 2%
O=C(NCc1cccc(C(F)(F)F)c1)c1ccc2nnc(Cc3ccc(Cl)cc3)n2c1 | 12 | -19% | 22µM* | · | ? | ? | 32µM*
O=C(Nc1ccc([C@@H](O)[C@H]2COCC(=O)N2CC2CCCCC2)cc1)C1CCC1 | 0 | -12%[88.5 µM] | -10%[138 µM] | -2%[172 µM] | -1%[87.6 µM] | 12%[87.6 µM] | -19%[172 µM]
CNCc1ccccc1OC | -5 | i | i | · | 3%[87.6 µM] | ? | i
Cc1ccccc1-c1cc(C(=O)NCc2cccnc2)c2c(c1)N(C)CCO2 | -18 | 2%[88.5 µM] | ? | 3%[172 µM] | -18%[87.6 µM] | ? | ?
CS(=O)(=O)N1CCN(C(=O)Cn2nc3c(cc2=O)CCCC3)CC1 | 2 | -5% | 1% | -2% | 8% | -25% | 13%
CCOC(=O)c1cc(-c2ccc(C)cc2)n(CC(=O)Nc2ccc(OC)c(Cl)c2)c1C | 7 | · | · | · | 10% | -19% | ·
